High-throughput results deposited in PubChem BioAssay by National Center for Advancing Translational Sciences (NCATS).
AmpC inh no detg: qHTS Inhibitors of AmpC Beta-Lactamase (assay without detergent). AmpC nitrocefin hydrolysis, absorbance 480 nm, 0.0001% Triton. Potency, µM (doses to about 57.1 µM), for inactives: at the top dose activity change, negative = inhibition, actives largely listed as inhibitors. 0.52% of 330,000 active;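 further: potency means the concentration at half of the fitted maximal effect; plate controls were no compound for no effect and no enzyme for full effect; nearly all actives have a fitted effect of over 20% in size; some results filed as inactive show a strong effect at the top dose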
Target sequence (P00811 whole entry, looked up): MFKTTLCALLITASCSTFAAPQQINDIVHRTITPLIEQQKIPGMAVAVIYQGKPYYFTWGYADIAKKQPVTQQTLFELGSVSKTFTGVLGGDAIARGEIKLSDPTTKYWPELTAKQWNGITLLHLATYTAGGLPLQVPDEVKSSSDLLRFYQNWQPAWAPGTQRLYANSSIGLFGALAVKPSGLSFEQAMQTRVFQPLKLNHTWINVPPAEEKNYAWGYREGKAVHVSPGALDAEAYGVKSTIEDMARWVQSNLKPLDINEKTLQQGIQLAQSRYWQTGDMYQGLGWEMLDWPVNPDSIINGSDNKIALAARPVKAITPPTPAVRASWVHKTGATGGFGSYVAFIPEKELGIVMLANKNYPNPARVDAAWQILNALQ
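AmpC (5.3 nM in the dispensed reagent) in 20 mM phosphate pH 7.0 with 0.01% (detergent screen) or 0.0001% Triton X-100 was preincubated with compounds for 15 min at room temperature. Nitrocefin was then added from an 800 uM solution, and hydrolysis was followed at 480 nm.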
Pf growth 96h: Primary qHTS for delayed death inhibitors of the malarial parasite plastid, 96 hour incubation; 6.9% of 320,000 active; P. falciparum luciferase reporter growth, 96 h; AID 504834, 2011; Potency, µM (series often up to 28.7 µM), for the others: top-dose activity change, negative = inhibition, actives largely listed as inhibitors; further: potency means the concentration at half of the fitted maximal effect; on the % scale 0 is the no-effect control and ±100 the full control effect
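Infected RBCs, 2% Hct / 0.05% parasitemia final; luciferase-reporter P. falciparum; cpd 96 h, 37 C, 5% CO2; luciferase detection reagent; luminescence.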
Pf growth 48h: Primary qHTS for delayed death inhibitors of the malarial parasite plastid, 48 hour incubation. P. falciparum luciferase growth in erythrocytes, 48 h. Potency, µM (highest dose often 28.7 µM), inactives show top-dose activity change, negative = inhibition, usual class: inhibitors. 5.9% of 310,000 active; further: potency means the concentration at half of the fitted maximal effect; on the % scale 0 is the no-effect control and ±100 the full control effect
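Luciferase-expressing P. falciparum in infected erythrocytes (2% hematocrit, 0.1% parasitemia final) in RPMI 1640/0.5% Albumax were exposed to compound for 48 hours at 37 C, 5% CO2; growth read as luminescence.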
Cycloheximide cs: Cycloheximide Counterscreen for Small Molecule Inhibitors of Shiga Toxin. cell reporter, cycloheximide protein synthesis inhibition counterscreen. 12% of 300,000 active. max response, %; in the data active means max response mostly above about 13%, no sharp cut-off; inactive means mostly below about 14%; further: read at 38.3 µM for the half of the compounds with a filed dose; 0% is about no effect
LmPK inh: qHTS Assay for Inhibitors of Leishmania Mexicana Pyruvate Kinase (LmPK). Potency, µM (highest dose often 57.5 µM), without a hit: at the top dose activity change, negative = inhibition, usual class: inhibitors. 0.37% of 290,000 active. purified LmPK, Kinase-Glo ATP luminescence, 1 h; further: potency means the concentration at half of the fitted maximal effect; on the % scale 0 is the no-effect control and ±100 the full control effect
Target sequence (Q27686 whole entry, looked up): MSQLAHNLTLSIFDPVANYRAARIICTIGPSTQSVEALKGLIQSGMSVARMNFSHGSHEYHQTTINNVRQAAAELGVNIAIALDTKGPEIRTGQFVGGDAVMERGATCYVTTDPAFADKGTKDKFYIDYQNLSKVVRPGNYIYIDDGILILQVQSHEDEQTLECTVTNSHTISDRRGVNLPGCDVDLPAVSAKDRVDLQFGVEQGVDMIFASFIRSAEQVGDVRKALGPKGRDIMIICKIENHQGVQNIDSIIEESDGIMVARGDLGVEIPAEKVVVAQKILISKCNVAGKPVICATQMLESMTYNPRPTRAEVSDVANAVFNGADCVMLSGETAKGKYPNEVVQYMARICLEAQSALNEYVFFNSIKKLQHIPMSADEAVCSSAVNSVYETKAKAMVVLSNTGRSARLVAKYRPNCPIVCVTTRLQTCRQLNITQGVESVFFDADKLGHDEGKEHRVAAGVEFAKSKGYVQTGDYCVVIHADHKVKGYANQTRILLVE
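Kinase-Glo luminescence read after 1 h RT reaction of 0.1 nM LmPK with 0.5 mM PEP and 0.1 mM ADP. Activity scaled between uninhibited and enzyme-free controls.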
TbPYK inhibitor: qHTS of Trypanosoma Brucei Inhibitors | 0.12% of 410,000 active | TbPYK enzyme, Kinase-Glo Plus ATP luminescence, 45 min | Potency, µM (doses to about 76.8 µM), for the others: at the top dose activity, negative = inhibition, hits mostly inhibitors | pyruvate kinase (Trypanosoma brucei), Q57TT1; further: potency means the concentration at half of the fitted maximal effect; on the % scale 0 is the no-effect control and ±100 the full control effect; nearly all actives have a fitted effect of over 50% in size
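Screened from lowest to highest concentration, compounds were pinned into TbPYK/substrate mixtures, and ADP (130 uM final) was added. Plates sat at room temperature for 45 min prior to Kinase-Glo Plus detection by luminescence.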
Shiga toxin inh: A qHTS for Small Molecule Inhibitors of Shiga Toxin | Vero cells, Shiga toxin protein synthesis inhibition reporter | inhibition, % at 38.7 µM | 9.2% of 290,000 active | AID 2315, 2010; in the data active means inhibition mostly above about 28%, no sharp cut-off; inactive means mostly below about 43%; further: 0% is about no effect
An asterisk follows results filed as active; ? = inconclusive; / = not tested or not shown; & = joins results of further samples; [ ] = dose if it differs, or a comment. Unless noted, the call rests on the fitted dose curve; in most records, active means well fitted curve in the direction sought with a large enough effect; inconclusive means small, poorly fitted or top-dose-only effect, or another doubt; inactive means no such curve, though single readings can be large; an effect the other way counts as inactive or inconclusive.

Every second line gives: LmPK inh	Pf growth 48h	Pf growth 96h	Cycloheximide cs	TbPYK inhibitor	AmpC inh no detg	Shiga toxin inh
O=C(NCc1ccccc1Cl)C1CCCN1C(=O)Nc1ccccc1 (stereo not drawn)
→ -2%	-14%	-18%	-2	-1%	-2%	-8
OCCN(Cc1ccccc1)C(=S)Nc1ccc(F)cc1
→ -3%	53%[activator]	?	-1	-7%	-13%	-2
COC(=O)c1c(C)[nH]c(C(=O)N2CCN(c3ccc(OC)cc3)CC2)c1C
→ 0%	-20%	?	-2	/	12%	8
Cc1c([N+](=O)[O-])c(C(=O)NC2CCCCC2)nn1C
→ -1%	6%	-13%	-2	1%	-6%	-3
Cc1cccc(NC(=S)Nc2ccc(Oc3ccccc3)cc2)n1
→ -3%	-4%	9.3µM*	7	-16%	-18%	8
Cc1cc(OC(C)C(=O)NCCCn2ccnc2)c2c(C)c(C)c(=O)oc2c1 (stereo not drawn)
→ -1%	?	?	8	4%	30%	-4
COc1ccc(-c2nc(C#N)c(N3CCC(C(N)=O)CC3)o2)cc1
→ -3%	/	6%	0	5%	-8%	10
Cc1cc(C)cc(OCc2nnc(SCC(=O)NC3CC3)n2C)c1
→ -5%	-10%	-1%	-4	-7%	38%	8
COc1ccc(-c2ncc3ccccn23)cc1
→ -22%	80%[activator]	/	41*	-13%	-9%	145*
CN(C(=S)Nc1ccccc1F)C1(c2ccccc2Cl)CCCCC1=O (stereo not drawn)
→ 0%	10µM*	?	-2	4%	-10%	-10
Cc1ccc(N2C(=O)NC(NS(=O)(=O)c3ccccc3)(C(F)(F)F)C2=O)cc1C (stereo not drawn)
→ -3%	2%	?	2	1%&-1%	-28%	-10
O=C(COC(=O)c1cccs1)NCCCc1ccccc1
→ 0%	23%	24%	12	2%	-16%[11.4 µM]	24
CC(C)C[C@H]1CNC(=O)C(=O)N1C[C@H](C)NC(=O)Cc1ccccc1
→ -1%	-29%	-34%	-2	2%	-10%	-2
Cc1ccc(S(=O)(=O)N2CCC(C(=O)N3CC(C)OC(C)C3)CC2)cc1 (stereo not drawn)
→ -3%	-4%	?	1	-3%	43%	-13
O=C(CCCNS(=O)(=O)c1cccc2nsnc12)N1CCCCC1
→ -3%	6%	?	1	-1%	-1%	-16
COc1ccc(NC(=O)CN(C)C(=O)c2ccccc2SCC(=O)N2CCCC2)cc1
→ /	0%	38%[activator]	/	-2%	0%	/
Cc1ccc(C(=O)NNC2=NCCC2)cc1
→ 6%	/	-18%	-6	0%	-21%	-16
O=C(O)c1ccc(CSc2nnc(-c3ccccc3Cl)n2-c2ccccc2)cc1
→ -6%	2%	5%	-2	4%	-17%	-2
Cc1n[nH]c(=O)n1-c1ccc(C(C)(C)C)cc1
→ 0%	-6%	-2%	-2	0%	-23%	-10
FC(F)(F)c1cnc2c(c1)[nH]c(=S)n2-c1ccc(Cl)cc1
→ -1%	0%	48%[activator]	-4	-32%	-33%	-3
CCN(C(=O)CSc1nnc(Cn2nnc3ccccc32)o1)c1nc(-c2ccccc2)cs1
→ 4%	/	44%[activator]	-5	-4%	-9%	-12
Cc1cc(Cl)ccc1NC(=O)COC(=O)c1cc([N+](=O)[O-])ccc1N1CCOCC1
→ /	?	-3%	/	0%	-4%	/
Cn1c2ccccc2c(=O)c2c(=O)n(Cc3ccco3)c(-c3ccc(C(C)(C)C)cc3)nc21
→ 0%	?	?	-3	/	-20%	-1
CCOC(=O)C1C(C(=O)Nc2cccc(C(F)(F)F)c2)C1C(=O)NC(C)C (stereo not drawn)
→ -1%	484%[activator]	32%[activator]	-5	-3%	24%	3
Cc1cccc(C)c1N=C1C(=O)Nc2ccccc21
→ -5%	/	4%	-4	-6%	-17%	30
Cc1noc(C)c1S(=O)(=O)Nc1cc(C(F)(F)F)ccc1N1CCOCC1
→ 6%	?	-11%	1	2%	53%	-15
Cc1cccc(-n2nc3c(c2NC(=O)c2ccc(Br)o2)CSC3)c1C
→ 3%	?	?	-2	2%	-35%	-2
COc1ccc(OC)c(N/C(C)=C/C(=O)c2ccncc2)c1
→ -7%	-17%	173%[activator]	-3	-3%	0%	-11
Cc1nn(Cc2c(F)c(F)c(F)c(F)c2F)c(C)c1NC(=O)c1ccnn1C
→ -2%	-15%	-28%	1	1%	5%	-8
CSc1nn2c(C(F)(F)F)cc(C(F)(F)F)nc2c1C(N)=O
→ 1%	?	?	0	0%	-18%	-6
O=C(Nc1ccc(S(=O)(=O)N2CCOCC2)cc1)c1ccc(F)cc1
→ -3%	-5%	?	-4	2%	-22%	-4
Fc1cccc(Cl)c1COc1ccc(-c2nnco2)cc1
→ -3%	26%	-4%	25	0%	-12%	30
COc1ccc(C2CC(c3ccccc3OC(C)=O)=NN2C(=O)/C=C/c2ccccc2)cc1 (stereo not drawn)
→ -3%	?	?	9	1%	2%	8
CCS(=O)(=O)NCc1ccc2[nH]c3c(c2c1)CCCC3
→ 6%	/	?	-2	/	-7%	15
COc1cc(N)ccc1Cc1ccc(N)cc1OC
→ -1%	11%	?	2	-1%	-2%	-5
CCC(CC)c1nnc(NC(=O)C2COc3ccccc3O2)s1 (stereo not drawn)
→ -3%	162%[activator]	154%[activator]	36*	3%	-20%	67*
COc1ccccc1S(=O)Cc1ccc(C(=O)NCCc2ccc(Cl)cc2)o1 (stereo not drawn)
→ 8%	/	?	-6	-15%	44%	-7
COc1cc(OC)nc(Oc2ccccc2C(=O)Oc2ccccc2Cl)n1
→ 2%	3%	114%[activator]	3	-2%	-3%	-6
Cc1cc(C)c(S(=O)(=O)C(C)C)c(=O)[nH]1
→ 8%	?	36%[activator]	-1	2%	-9%	11
CCC1Oc2ccc(Cl)cc2N(CC(=O)O)C1=O (stereo not drawn)
→ 0%	?	0%	8	9%	-26%	71
O=C(CN1CCN(c2cccc(C(F)(F)F)c2)CC1)Nc1cccc(C(F)(F)F)c1
→ -17%	10%	-25%	1	-12%	33%	-10
CCCCNCC(=O)Nc1sc(C)c(C)c1C(=O)OCC
→ -1%	-14%	-27%	9	6%	-26%	23
COc1ccc(-n2c(=O)c3ccccc3n(Cc3ccccc3F)c2=O)cc1OC
→ 12%	?	-12%	1	2%	6%	28
Cc1ccc(NC(=O)c2ccccc2F)nc1
→ ?	152%[activator]	/	43*	0%	-16%	66*
CC(OC(=O)/C=C/c1ccccc1)C(=O)Nc1cccc(C#N)c1 (stereo not drawn)
→ /	?	33%[activator]	/	-2%	-24%	/
Cc1ccc(S(=O)(=O)N2CCN(S(C)(=O)=O)C2c2ccccc2)cc1 (stereo not drawn)
→ 7%	0%	8%	1	8%	-6%	-3
NC(=O)N/N=C/c1ccc(-n2nncc2-c2ccc(Cl)cc2)cc1
→ -3%	?	-18%	-11	4%	-35%	0
COc1cc([N+](=O)[O-])ccc1NC(=O)Nc1cnccn1
→ -7%	30%	-4%	-3	10%	-4%	2
CC(C)COc1ccc(Cc2c(O)[nH]c(=S)[nH]c2=O)cc1
→ 0%	-2%	8%	7	?	-32%	/
COc1ccc(NC(=O)CSc2c3c(nc4ccccc24)CCCC3)c(OC)c1
→ -2%	-26%	-10%	-1	3%	-3%	-7
CCN(CC(=O)NCc1ccc(Cl)cc1)C(=O)CCOc1ccccc1C
→ /	-14%	-7%	/	-5%	90%[activator]	/
CN1CCc2c(sc(NC(=O)c3ccco3)c2C(N)=O)C1
→ 3%	?	?	17*	-14%	1%	-3
CC[n+]1c(/C=C(\C)SC)sc2ccccc21
→ -2%	0.29µM*	?	-1	-4%	-3%	10
Cn1nnc2cc(C(=O)NCc3ccco3)ccc21
→ 0%	8%	/	-2	-5%	/	-8
COc1ccccc1CNC(=O)c1cc(-c2ccccc2)nn1Cc1cc(C)no1
→ /	?	?	/	3%	-14%	/
COC(=O)C1=C(C)N(CCc2ccccc2)C(=O)/C1=C\c1ccco1
→ 0%	-5%	-16%	-2	0%	-30%	-1
CC1(C)CC(=O)CC2(C1)NCC(c1ccccc1Cl)c1c2[nH]c2ccccc12 (stereo not drawn)
→ 3%	10µM*	9.3µM*	3	2%	77%[activator]	-12
O=C(NCCCN1CCN(C2CCCCC2)CC1)Nc1ccccc1C(F)(F)F
→ -3%	?	37%[activator]	-1	-8%	3%	-11
O=C(CCc1ccccc1)N1CCN(S(=O)(=O)c2cccs2)CC1
→ -4%	7%	24%	-4	2%	-11%	3
O=C(NNC(=O)c1ccccc1C(F)(F)F)c1csc(N2CCOCC2)n1
→ -9%	11%	-9%	-2	6%	-13%	-14

Record cards, from the list above. Screens in order: LmPK inh	Pf growth 48h	Pf growth 96h	Cycloheximide cs	TbPYK inhibitor	AmpC inh no detg	Shiga toxin inh
CN1CCc2c(sc(NC(=O)c3ccco3)c2C(N)=O)C1 across the screens: 3%	?	?	17*	-14%	1%	-3
COC(=O)C1=C(C)N(CCc2ccccc2)C(=O)/C1=C\c1ccco1 across the screens: 0%	-5%	-16%	-2	0%	-30%	-1

The results go on.
Every second line gives: LmPK inh	Pf growth 48h	Pf growth 96h	Cycloheximide cs	TbPYK inhibitor	AmpC inh no detg	Shiga toxin inh
CCc1ccc(N(C(=O)c2csnn2)C(C(=O)NC(C)(C)C)c2cccnc2)cc1 (stereo not drawn)
→ 0%	?	?	-2	-4%	33%	-20
CCOc1ccc(C(=O)C(C)OC(=O)CN2C(=O)NC(C)(C)C2=O)cc1 (stereo not drawn)
→ /	?	6%	/	-3%	-4%	/
CN(C)S(=O)(=O)N1CCC(C(=O)O)(c2ccccc2)CC1
→ -5%	20%	3%	-1	3%	-1%	-10
CCCCC1CCC(c2nc(-c3ccccn3)no2)CC1 (stereo not drawn)
→ -10%	66%[activator]	?	56*	2%	-7%	178*
Cc1csc(C(=O)O)c1NC(=O)c1cccc([N+](=O)[O-])c1
→ 3%	27%	-6%	3	3%	-16%	-2
CC(C)CNC(=O)CSc1nc2scc(-c3ccccc3)c2c(=O)[nH]1
→ -3%	1%	-11%	-3	-1%	-26%	-2
Cc1cccc(NC(=O)CNC(=O)Cn2cc(C(F)(F)F)cc(Cl)c2=O)c1C
→ /	?	22%	/	0%	-14%	/
